Screening results (PubChem)
MC4R barr agon – agonists of human melanocortin 4 receptor (MC4R) beta-arrestin; U2OS MC4R beta-arrestin complementation, luminescence; percent of melanotan II response, DMSO zero; activation, % at 8.9 µM; hit rate 0.98% among 360,000;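 active means activation above a per-plate cutoff, the mean activation of sample wells on that plate plus 3 SD, cut at about 8% in these data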
aDG glyco act – increases alpha dystroglycan glycosylation; Pro5-aDG cells, alpha-DG glycosylation AlphaScreen (IIH6); 0% Pro5, 100% B10-LARGE cell signal; activation, % at 10 µM; hit rate 0.22% among 360,000;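 active means activation of at least 8% versus controls, or a plate z-score of at least 8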;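 further: Pro5 are CHO cells carrying HIG-tagged alpha-DG that lacks glycosylation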
ABCB6 inh 2 – blocks the human ABCB6 transporter. Q9NP58. K562-ABCB6 porphyrin accumulation, flow cytometry, 1 h; hits give low values. fluorescence ratio to DMSO, % at 10 µM. hit rate 0.19% among 360,000;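 active means fluorescence ratio to DMSO below 75%, the collection mean minus 3 SD; inconclusive means too few cells collected in the well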;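 further: signal is porphyrin accumulated inside mitochondria; 100% equals median channel fluorescence of DMSO control wells; lower ratio means ABCB6 inhibition with less porphyrin fluorescence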
TLR9-MyD88 block – inhibitors of human TLR9-MyD88 binding | Q9NR96+Q99836 | CHO BLA complementation TLR9-MyD88, CCF4 FRET ratio | inhibition, % at 4.98 µM | hit rate 0.21% among 340,000 | AID 504734;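 active means inhibition above the mean over all tested compounds plus 3 SD, cut at about 21% in these data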;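 further: 0% = DMSO only wells and 100% = clavulanate BLA inhibitor control wells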
ABHD5 PLIN5 PPI – ABHD5-PLIN5 protein interaction inhibition; AID 602281; Q00G26+Q8WTS1; Split G. princeps luciferase complementation, luminescence, 4 h; hit rate 0.78% among 360,000; inhibition, % at 4 µM;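 active means inhibition above the mean inhibition across every tested compound plus 3 SD, cut at about 22% in these data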;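 further: 0% = DMSO only wells and the 100% control is not disclosed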
Target sequence (Q00G26 whole entry, looked up): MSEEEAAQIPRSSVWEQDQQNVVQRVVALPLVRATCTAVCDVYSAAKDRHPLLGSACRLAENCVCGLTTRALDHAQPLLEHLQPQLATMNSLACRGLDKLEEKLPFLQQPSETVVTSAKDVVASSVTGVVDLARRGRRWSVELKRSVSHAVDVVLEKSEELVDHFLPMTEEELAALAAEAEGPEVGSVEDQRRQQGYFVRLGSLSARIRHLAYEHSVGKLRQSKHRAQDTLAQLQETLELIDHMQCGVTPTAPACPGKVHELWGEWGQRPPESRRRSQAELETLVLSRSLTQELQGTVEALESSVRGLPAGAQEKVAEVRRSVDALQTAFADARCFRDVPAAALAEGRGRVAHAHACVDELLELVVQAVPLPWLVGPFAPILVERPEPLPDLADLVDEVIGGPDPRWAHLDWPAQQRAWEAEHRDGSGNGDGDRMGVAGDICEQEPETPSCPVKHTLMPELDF
Target sequence (Q8WTS1 whole entry, looked up): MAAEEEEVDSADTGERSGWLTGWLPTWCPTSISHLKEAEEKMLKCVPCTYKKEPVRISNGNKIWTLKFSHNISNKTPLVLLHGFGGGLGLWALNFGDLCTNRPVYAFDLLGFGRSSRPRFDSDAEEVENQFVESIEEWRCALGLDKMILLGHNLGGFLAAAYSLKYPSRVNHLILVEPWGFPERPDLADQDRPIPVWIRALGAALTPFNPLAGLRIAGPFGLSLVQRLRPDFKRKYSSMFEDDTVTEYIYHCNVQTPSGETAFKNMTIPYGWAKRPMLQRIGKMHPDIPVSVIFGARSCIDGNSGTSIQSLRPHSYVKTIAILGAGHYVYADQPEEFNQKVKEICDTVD
Vif inh – HIV Vif inhibition. inhibition, % at 7.49 µM. hit rate 0.35% among 340,000. HEK293T cells, Vif self-association by quenched fluorescence, imaging, 24 h. AID 602346; in the data active means inhibition above about 50%, passing the limit was not always enough; inconclusive means no clear call, values can overlap the other calls; inactive means below about 31%; further: some results filed as inactive read as strong as hits
MC4R antagonist – blocks human MC4R cAMP signaling | hit rate 0.48% among 360,000 | P32245 | inhibition, % at 6.5 µM | AID 540295 | MC4R-expressing cells, MTII-stimulated cAMP, LANCE TR-FRET;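 active means inhibition above its plate's cutoff, the mean of tested wells on that plate plus 3 SD, cut at about 29% in these data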;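 further: 0% = Melanotan II alone and 100% = Melanotan II plus saturating MCL0020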
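system = U2OS cells with stable human MC4R expression | also added = Melanotan II challenge after compound preincubation | dosing = one concentration, 6.5 µM nominal | incubation = compound 30 min, challenge 1 h, detection 1 h | measured by = TR-FRET with Eu-cAMP and labeled anti-cAMP, 671 nm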
Granule exo inh – lytic granule exocytosis inhibition. TALL-104 LAMP-1 surface exposure, flow cytometry; cells stimulated with thapsigargin and PMA. inhibition, % at 10 µM. hit rate 0.66% among 360,000. AID 651702;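 active means inhibition above about 55%, limit read from the data; inconclusive means no clear call, values can overlap the other calls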
NOD2 RIPK2 PPI – blocks binding of human NOD2 to RIPK2; CHO BLA complementation NOD2-RIPK2, CCF4 ratio; inhibition, % at 4.98 µM; hit rate 0.38% among 360,000; in the data active means inhibition above about 21%;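 further: 0% = vehicle only and 100% = reference blocker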
Glyco luc inh – blocks N-linked glycosylation in D54 reporter cells; hit rate 0.23% among 360,000; reporter increase, % at 12.5 µM; D54 ERlucT glycosylation luciferase reporter, 24 h; percent of 100 nM tunicamycin response;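 active means mean luciferase reporter signal, scaled so untreated is 0 and the glycosylation-blocking control 100, at or above a set limit in every replicate; inconclusive means mean reaches the limit but not every replicate does; inactive means mean below the limit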;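 further: luciferase carries N-glycosylation sites so blocking glycosylation raises the light; 0% = median of neutral control wells and 100% = median of 100 nM tunicamycin wells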
An asterisk follows results filed as active; ? = inconclusive; nt = not tested or not shown.

Compound,MC4R barr agon,aDG glyco act,ABCB6 inh 2,TLR9-MyD88 block,ABHD5 PLIN5 PPI,Vif inh,MC4R antagonist,Granule exo inh,NOD2 RIPK2 PPI,Glyco luc inh
O=[N+]([O-])c1nn(-c2ccc(Cl)cc2)n(O)c1=NCc1ccccc1,0.1,-0.1,96,1,-2,1,-3,0,-4,0
Clc1ccccc1Nc1nc2ccccc2o1,1.4,-0.1,103,3,-10,-7,1,-1,-11,-9
S=c1[nH]nc(-c2ccc(Cl)cc2Cl)n1Cc1ccccc1,-1.6,-0.2,98,-4,-13,0,0,-2,4,0
O=C(NCc1ccccn1)Nc1ccc2c(c1)OCO2,0.3,0.3,103,0,5,2,3,-1,-3,1
COc1ccccc1NC(=O)/C=C1\SCC(=O)N1C,-2.7,0.1,97,-6,-2,4,-1,-8,-2,2
Cc1ccc(CC(=O)Nc2cc([N+](=O)[O-])ccc2F)cc1,-3.0,0.0,106,2,-8,-1,1,-5,-3,0
COc1ccc(S(=O)(=O)n2cnc3ccccc32)cc1,-1.9,-0.1,98,8,-5,2,14,-4,4,1
O=C1c2cc3ccccc3c(-c3ccccc3)c2C(=O)N1c1ccccn1,-3.1,0.4,99,-2,1,0,5,12,6,0
O=C(NNC(=O)c1ccncc1)Nc1ccc(Br)cc1,0.1,0.3,99,-6,-5,-2,6,1,11,0
C/C(N)=C(/C#N)C(=O)COc1ncnc2ccc(Br)cc12,-0.6,-0.1,95,6,-3,0,11,3,6,0
CC1CCCN(C(=O)COC(=O)Cc2c(F)cccc2Cl)C1 (configuration not stated),0.8,0.1,97,-10,-4,13,19,-9,1,0
CC12CCC3c4ccc(O)cc4CCC3C1CC(=NO)C2O (configuration not stated),0.0,-0.6,98,5,2,21,-4,-2,-12,-1
COCCn1c(Cc2ccccc2)nnc1SCc1ccc([N+](=O)[O-])cc1,2.1,-0.3,88,-1,4,-6,14,-2,-2,-1
CCN1CCN(CC(=O)Nc2ccc(C)c(Br)c2)CC1,-0.4,0.2,93,-7,6,7,2,-14,8,0
COc1ccc(CC(=O)N/N=C(\C)c2cccs2)cc1,1.4,0.0,100,-4,13,-8,-2,-1,8,-1
COc1ccc(NC(=O)CC(C)n2ccnc2)cc1 (configuration not stated),-1.5,-0.1,92,3,7,8,6,-24,0,-1
COc1nc(C)ccc1-c1noc(-c2ccccn2)n1,-0.3,0.0,103,13,-5,-7,-8,-2,-3,-15
c1ccc(-c2nc(NCCCN3CCOCC3)c3ccccc3n2)cc1,-1.2,-0.4,94,3,4,14,4,4,-3,0
Cc1ccc(NC(=O)C2CCN(C(=O)NC3CCCCC3)CC2)cc1Cl,0.6,0.2,101,-6,-3,-2,-3,3,1,1
COc1ccc(C(=O)OCc2c(-c3ccccc3)ncc3ccccc23)cc1,-2.0,-0.1,95,-2,2,3,-11,-16,-7,-4

Overlap with the part before: seven compounds; new compounds follow.
Compound,MC4R barr agon,aDG glyco act,ABCB6 inh 2,TLR9-MyD88 block,ABHD5 PLIN5 PPI,Vif inh,MC4R antagonist,Granule exo inh,NOD2 RIPK2 PPI,Glyco luc inh
CCN1CCN(CC(=O)Nc2ccc(C)c(Br)c2)CC1,-0.4,0.2,93,-7,6,7,2,-14,8,0
COc1ccc(CC(=O)N/N=C(\C)c2cccs2)cc1,1.4,0.0,100,-4,13,-8,-2,-1,8,-1
COc1ccc(NC(=O)CC(C)n2ccnc2)cc1 (configuration not stated),-1.5,-0.1,92,3,7,8,6,-24,0,-1
COc1nc(C)ccc1-c1noc(-c2ccccn2)n1,-0.3,0.0,103,13,-5,-7,-8,-2,-3,-15
c1ccc(-c2nc(NCCCN3CCOCC3)c3ccccc3n2)cc1,-1.2,-0.4,94,3,4,14,4,4,-3,0
Cc1ccc(NC(=O)C2CCN(C(=O)NC3CCCCC3)CC2)cc1Cl,0.6,0.2,101,-6,-3,-2,-3,3,1,1
COc1ccc(C(=O)OCc2c(-c3ccccc3)ncc3ccccc23)cc1,-2.0,-0.1,95,-2,2,3,-11,-16,-7,-4
Cn1c(=O)cc(SCC(=O)N2CCOCC2)c2ccc(Cl)cc21,-1.1,-0.1,101,-9,3,6,-4,0,10,3
O=C(C1=NN(c2ccccc2)C2C(=O)N(c3ccccc3Cl)C(=O)C12)c1ccccc1 (configuration not stated),9.1*,-0.1,106,28*,-15,5,14,6,42*,1
Cc1oc2c(F)c(F)c(F)c(F)c2c1S(=O)(=O)Nc1cccc(C(F)(F)F)c1,7.5,0.6,94,9,-5,-15,3,14,1,-2
COc1ccc(-n2c3c(cc(C(=O)NNc4ccccc4C)c2=O)C(=O)CC(C)(C)C3)cc1,-0.8,0.1,103,1,-2,nt,2,-2,-3,0
Cc1ccc2[nH]c(C(=O)O)c(NC(=O)c3ccccc3[N+](=O)[O-])c2c1,-2.2,0.2,98,12,-1,6,10,-8,2,3
O=C(OCc1cc(-c2ccccc2)no1)c1ccc2ccccc2n1,2.7,-0.3,101,-4,0,0,4,-1,-5,-1
NNC(=O)C(Cc1cnc[nH]1)NC(=O)OCc1ccccc1 (configuration not stated),-0.8,-0.1,91,-11,-2,10,0,6,-7,0
CCOc1ccc(/C=C(\C(=O)O)c2ccc(S(=O)(=O)N3CCCCC3)s2)cc1OC,-0.3,0.0,98,-4,-3,10,4,1,-2,0
O=C(Cc1cccs1)NCCc1cn2ccccc2n1,-0.5,0.0,103,7,4,-1,11,-4,-7,0
COc1cccc(NC(=O)NCCCSC2CCCCC2)c1,-1.4,0.1,102,-4,-8,-2,-5,-5,1,-2
CCc1cc(C(=O)OCC(=O)NCCc2ccccc2)sc1C,0.2,-0.3,99,6,9,nt,6,-1,-2,2
CN(C)C1CCN(C(=O)c2cccc(OC3CCN(S(=O)(=O)N(C)C)CC3)c2)C1 (configuration not stated),-0.7,0.0,103,0,-2,-11,8,-12,0,2
Cc1cc(C)c(S(=O)(=O)N2CCN(CCO)CC2)c(C)c1,0.8,-0.2,102,-5,-9,7,20,2,-9,0
O=[N+]([O-])c1ccc(/C=C/c2ccc3ccccc3n2)cc1,-0.4,-0.3,102,5,2,13,9,-4,-9,-16
COc1ccccc1NC(=O)COC(=O)[C@@H]1CCCN1C(=O)c1cccs1,-0.4,0.1,89,5,0,6,9,-1,-5,-1
COC(=O)c1ccccc1NC(=S)NC(=O)C1CCCCC1,-0.9,0.0,105,-8,8,0,-7,-6,0,3
CC(NC(=O)NCCCn1ccnc1)(C(F)(F)F)C(F)(F)F,-1.4,-0.3,91,0,6,8,-2,-1,0,2
COc1ccccc1/C=C1\SC(=O)N(CC(=O)NCCCn2ccnc2)C1=O,-2.2,-0.1,96,14,-11,-6,-1,0,0,3
CCOC(=O)CCCCC(=O)c1[nH]c(=O)[nH]c1CSc1nc(-c2ccccc2)c(C#N)c(=O)[nH]1,1.2,0.0,99,8,4,?,-11,-1,5,0
O=C(CSc1nnc(COc2ccccc2Cl)o1)NC(=O)NC1CCCC1,7.9,-0.1,99,6,-5,2,-13,-2,-2,0

Whole records from above. Screens in order: MC4R barr agon | aDG glyco act | ABCB6 inh 2 | TLR9-MyD88 block | ABHD5 PLIN5 PPI | Vif inh | MC4R antagonist | Granule exo inh | NOD2 RIPK2 PPI | Glyco luc inh
C/C(N)=C(/C#N)C(=O)COc1ncnc2ccc(Br)cc12 across the screens: -0.6 | -0.1 | 95 | 6 | -3 | 0 | 11 | 3 | 6 | 0
O=C(NNC(=O)c1ccncc1)Nc1ccc(Br)cc1 across the screens: 0.1 | 0.3 | 99 | -6 | -5 | -2 | 6 | 1 | 11 | 0
COc1cccc(NC(=O)NCCCSC2CCCCC2)c1 across the screens: -1.4 | 0.1 | 102 | -4 | -8 | -2 | -5 | -5 | 1 | -2

Further entries follow:
Compound,MC4R barr agon,aDG glyco act,ABCB6 inh 2,TLR9-MyD88 block,ABHD5 PLIN5 PPI,Vif inh,MC4R antagonist,Granule exo inh,NOD2 RIPK2 PPI,Glyco luc inh
CNC(=S)c1cc(C(C)(C)C)c(O)c(C(C)(C)C)c1,2.6,0.0,97,-10,-8,-5,13,3,4,-1
COCc1nnc(NC(=O)c2cc(C(=O)OC)cc([N+](=O)[O-])c2)s1,-1.8,0.1,92,-9,-3,0,10,-4,-21,3
O=C(NCc1ccco1)c1ccc(-c2ccc(Cl)cc2)o1,3.5,0.1,97,-6,14,2,4,-4,-27,3
COc1ccc(C(=O)c2ccccc2O)c(O)c1,-1.5,-0.2,90,3,-2,-9,-4,-1,0,-1
COc1ccc(C(=O)N/N=C(\CCC(=O)O)c2ccc(C(C)(C)C)cc2)cc1OC,-0.2,0.1,98,-10,1,-4,14,-1,-9,2
COc1cc(S(=O)(=O)Nc2c(C)cc(C)cc2C)ccc1Cl,3.2,0.0,80,1,-5,-5,-3,1,6,-1
CCOC(=O)c1ccc(NC(=O)c2cccnc2)cc1,-1.5,0.2,96,1,-2,6,-3,-1,2,2
CC(C)CNC(C(=O)Nc1ccc([N+](=O)[O-])cc1Br)c1ccccc1 (configuration not stated),0.6,-0.1,105,-7,3,20,12,-9,-10,-3
CCOC(=O)C1=C(C(F)(F)F)Nc2ncnn2C1c1cccc(OC)c1OC (configuration not stated),-0.2,-0.2,106,-3,2,3,7,3,-11,1
Cc1cc2nc(C3CCCCC3)c(CC(C)(C)C)n2c(C)c1Br,nt,0.0,97,nt,-9,nt,nt,0,8,-6
CCCn1c(N2CCN(CC(=O)c3c[nH]c4ccccc34)CC2)nc2c1c(=O)[nH]c(=O)n2C,1.6,-0.5,117,-3,3,3,12,0,0,0
COc1ccc(CC(=O)Nc2c(C(=O)N3CCN(c4ccccc4)CC3)oc3ccccc23)cc1OC,-0.8,-0.3,107,-5,-2,13,3,-3,-10,1
Cc1ccc(S(=O)(=O)N2CCN(C)CC2)cc1-c1nnc2c3ccccc3c(C)nn12,0.2,0.1,93,-5,2,-4,-6,0,4,2
CCc1ccc(C2c3[nH]c4ccccc4c3CCN2C(=O)c2cc[n+]([O-])cc2)cc1 (configuration not stated),-1.9,-0.2,99,-4,1,13,5,-1,-3,11
COc1ccc(CNCCNC(=O)c2cccs2)c(OC)c1OC,0.4,0.0,93,13,3,-4,1,0,-9,2
O=C(CSc1ccccn1)Nc1ccc2c(c1)C(=O)c1ccccc1C2=O,3.9,0.5,98,6,-1,-1,-11,-1,6,-2
COCCN(CCOC)S(=O)(=O)c1ccc(C(=O)Nc2nnc(C)o2)cc1,1.7,0.3,100,8,1,-3,14,-2,12,0
O=C(CCC(=O)c1cccs1)OCC(=O)N1CCN(S(=O)(=O)c2ccccc2)CC1,-1.0,0.0,89,-16,6,-6,7,2,1,-1

This is a subset; the hit share may differ from the screen's.
